# PKM2 act: increases activity of human pyruvate kinase M2; purified PKM2, Kinase-Glo ATP luminescence, activation; response scale: 0% is enzyme alone, no compound; Potency, µM (titrated, usually from 57.5 µM), without a hit: at the highest dose activation, most hits filed as activators; actives 0.34% (n = 260,000); AID 1631; P14618; note: potency is the fitted concentration of half-maximal effect; % is set by controls: 0 for no effect and ±100 for the full control effect; nearly all actives have a fitted effect of over 55% in size
#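 Kinase-Glo luminescence reports ATP generated from ADP (0.1 mM) and PEP (0.5 mM) by purified hPK-M2 after 1 h at room temperature, pH 7.2 imidazole buffer; intermediate enzyme activity allows detecting inhibitors and activators.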
# GALK inhibitor: inhibitors of human galactokinase. P51570. Purified GALK, Kinase-Glo residual ATP luminescence. Potency, µM (titrated, usually from 57.5 µM), for the others: at the top dose activity change, negative = inhibition, hits mostly inhibitors. actives 0.007% (n = 270,000). AID 1868; note: potency is the fitted concentration of half-maximal effect; % is set by controls: 0 for no effect and ±100 for the full control effect
#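 GALK at 5 nM final was combined with compound, 35 uM ATP and 100 uM galactose in HEPES pH8.0 with MgCl2 and DTT. The reaction ran one hour at room temperature before luminescent ATP detection.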
# Giardia killer: Giardia lamblia killing. Giardia lamblia trophozoite viability. actives 0.15% (n = 340,000). activity change, % at 7.66 µM, hits read low; in the data active = activity change below about -80%; inconclusive = between about -30% and that limit;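 note: parasites exposed to compound for two days anaerobically before the ATP read; % is set by controls: 0 for no effect and ±100 for the full control effect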
#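 Compounds were tested on trophozoites seeded at 100 cells/well and held 48 hrs at 37 deg C anaerobically. An ATP-based luminescent kit measured the remaining live cells.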
# Menin-MLL TR inh: displaces Texas Red mutant MLL peptide from human menin; O00255; Menin + Texas Red MLL mutant peptide, fluorescence polarization; Potency, µM (highest dose often 61.6 µM), for the others: at the highest dose FP activity change, negative = inhibition, usual class: inhibitors; actives 0.23% (n = 270,000); AID 1768; active = well fitted inhibition curve with a large enough effect in the polarisation, with a control signal flat, not every such curve was filed as active; inconclusive = small, poorly fitted or top-dose-only effect, or effect the other way, or a change in a side signal; inactive = no such curve, though single readings can be large or run the other way; the % refers to the polarisation; note: potency is the fitted concentration of half-maximal effect; % of control where 0% means no effect; many of its hits are not listed in these tables
# Target sequence (O00255 whole entry, looked up): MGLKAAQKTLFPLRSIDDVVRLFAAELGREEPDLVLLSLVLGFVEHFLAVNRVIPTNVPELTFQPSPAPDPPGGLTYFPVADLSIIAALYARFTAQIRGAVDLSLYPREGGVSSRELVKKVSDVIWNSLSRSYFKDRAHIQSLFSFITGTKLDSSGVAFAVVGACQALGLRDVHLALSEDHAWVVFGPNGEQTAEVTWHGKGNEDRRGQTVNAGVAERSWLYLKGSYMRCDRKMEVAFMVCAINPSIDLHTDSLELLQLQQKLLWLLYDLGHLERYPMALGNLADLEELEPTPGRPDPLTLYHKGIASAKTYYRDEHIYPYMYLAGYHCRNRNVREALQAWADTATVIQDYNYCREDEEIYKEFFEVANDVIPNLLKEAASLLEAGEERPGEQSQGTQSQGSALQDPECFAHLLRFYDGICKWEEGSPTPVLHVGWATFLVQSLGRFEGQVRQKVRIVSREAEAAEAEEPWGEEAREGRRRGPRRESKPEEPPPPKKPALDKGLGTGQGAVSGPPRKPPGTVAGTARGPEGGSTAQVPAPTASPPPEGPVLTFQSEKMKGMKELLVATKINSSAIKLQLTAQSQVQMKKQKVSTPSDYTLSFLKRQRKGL
# Coupling enz: inhibits coupling enzyme system, counter-screen for aldolase hits | coupling enzyme system counterscreen, AmpLite Red fluorescence | actives 0.67% (n = 290,000) | AID 2472 | activity change, negative = inhibition, % at 58.2 µM, hits read low; in the data active = activity change below about -30%; note: % is set by controls: 0 for no effect and ±100 for the full control effect
#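 Compounds tested against the coupling enzymes alone at 57.5 uM final; readout was AmpLite Red fluorescence (525/598 nm) after 20 min at RT.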
# Tb PFK block: inhibitors of T. brucei phosphofructokinase; O15648; AID 485367; actives 0.17% (n = 330,000); Potency, µM (titrated, usually from 57.5 µM), for inactives: at the highest dose activity, negative = inhibition, hits mostly inhibitors; T. brucei PFK, ADP-Glo luminescence;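 note: potency is the fitted concentration of half-maximal effect; 0% = uninhibited 1x PFK enzyme wells and -100% = no-enzyme wells; nearly all actives have a fitted effect of over 60% in size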
# Target sequence (O15648 whole entry, looked up): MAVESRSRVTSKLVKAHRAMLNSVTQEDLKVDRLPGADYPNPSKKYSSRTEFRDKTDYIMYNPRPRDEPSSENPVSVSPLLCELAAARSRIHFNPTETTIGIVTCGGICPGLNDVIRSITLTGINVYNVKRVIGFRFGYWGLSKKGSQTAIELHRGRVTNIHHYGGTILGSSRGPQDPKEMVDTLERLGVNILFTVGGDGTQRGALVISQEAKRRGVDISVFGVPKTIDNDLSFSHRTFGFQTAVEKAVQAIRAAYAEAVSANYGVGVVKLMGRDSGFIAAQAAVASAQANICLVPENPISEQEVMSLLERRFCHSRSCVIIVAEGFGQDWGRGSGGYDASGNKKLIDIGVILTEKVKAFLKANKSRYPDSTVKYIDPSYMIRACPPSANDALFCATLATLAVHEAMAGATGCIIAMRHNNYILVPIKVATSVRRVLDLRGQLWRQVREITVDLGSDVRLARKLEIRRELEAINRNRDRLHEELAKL
#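 Activity is normalized to no-enzyme wells (full inhibition) and 1.25 nM enzyme wells (no inhibition). Reaction: 0.5 mM F6P, 0.1 mM ATP, 45 min RT, ADP-Glo luminescence; concentration-response curves fitted and classed by quality.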
# BCR signal inh: chronic active BCR signaling inhibition. actives 0.05% (n = 340,000). Potency, µM (highest dose often 46.1 µM), inactives show top-dose ratio change, negative = lower green/red ratio, usual class: inhibitors. ABC-DLBCL IkBa-CBG/CBR reporter, luminescence ratio, 4 h; active = well fitted inhibition curve with a large enough effect in the signal ratio, with a control signal flat, not every such curve was filed as active; inconclusive = small, poorly fitted or top-dose-only effect, or effect the other way, or a change in a side signal; the % refers to the signal ratio;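 note: potency is the fitted concentration of half-maximal effect; plate controls were basal doxycycline-induced cells for no effect and cells given 10 µM MG132 for full effect; MG132 reads +100%, hits lower the ratio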
#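 Cell line TMD8 (human ABC DLBCL), stably expressing tet-inducible CBG68-IkBa fusion and CBR; IMDM/0.5% FBS; cpd up to 46 uM; dox induction, 4 h, 37C/5% CO2; dual luminescence; green/red ratio; MG132 control.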
# PTAP TSG101 blk: blocks PTAP/TSG101 interaction to inhibit HIV-1 budding. Fluorescence polarization, FITC-PTAP peptide / Tsg101 binding. Potency, µM (doses to about 115 µM), inactives show at the highest dose activity change, negative = inhibition, hits mostly inhibitors. 340,000 tested, under 10 active. AID 493005; active = well fitted inhibition curve with a large enough effect in the main read-out, with a control signal flat, not every such curve was filed as active; inconclusive = small, poorly fitted or top-dose-only effect, or effect the other way, or a change in a side signal; inactive = no such curve, though single readings can be large or run the other way; note: potency is the fitted concentration of half-maximal effect; % of control where 0% means no effect
#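 Fluorescence anisotropy tracks displacement of a FITC-tagged PTAP peptide (50 nM) from the Tsg101 binding domain (10 uM), following a 20 min room-temperature incubation at pH 7.5.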
# B2AR arrestin: recruits beta-arrestin to the human beta2-adrenergic receptor | Potency, µM (doses to about 46.1 µM), inactives show at the highest dose activation, hits mostly activators | actives 0.02% (n = 330,000) | P07550 | beta-arrestin recruitment to beta2AR, cell-based reporter;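 note: potency is the fitted concentration of half-maximal effect; 0% = DMSO controls and full agonism = EC100 isoproterenol or metaproterenol; nearly all actives have a fitted effect of over 65% in size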
# a7 integrin act: integrin-mediated muscular dystrophy alleviation activation; Potency, µM (titrated, usually from 38.3 µM), for inactives: at the highest dose activation, most hits filed as activators; actives 0.064% (n = 350,000); alpha7betagal myoblasts, beta-gal FDG fluorescence, 48 h;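 note: potency is the fitted concentration of half-maximal effect; 100% = response of the positive control SU9516; nearly all actives have a fitted effect of over 60% in size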
#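 alpha7betagal+/- myoblasts (passage 13, 250/well) treated 48 h at 37C with compounds at 1:260 dilution of DMSO stock. Lysed, then beta-galactosidase activity read as FDG fluorescence (ex 480/em 540) after 30 min, with pre-read for autofluorescence.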
# S-ASM inh: inhibitors of human secretory acid sphingomyelinase; Potency, µM (titrated, usually from 57.5 µM), for inactives: top-dose activity change, negative = inhibition, hits mostly inhibitors; P17405; actives 0.006% (n = 340,000); placental ASM, HMU-PC fluorogenic substrate, 60 min; note: potency is the fitted concentration of half-maximal effect
#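 Fluorogenic HMU-PC substrate (9 uM final) is turned over by placental ASM in 60 min at 37 C after a 10 min compound preincubation. Reaction ended by alkaline stop (pH 10), with fluorescence read at 386/447 nm.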
# Numbers without * were called inactive; ? = inconclusive; . = not tested or not shown; [ ] = another dose, or the depositor's remark. Unless noted, calls come from the whole dose curve; as a rule, active = well fitted curve in the direction sought with a large enough effect; inconclusive = small, poorly fitted or top-dose-only effect, or another doubt; inactive = no such curve, though single readings can be large; an effect the other way counts as inactive or inconclusive. Not all compounds are listed, so the mix of outcomes need not match the whole.
1) CCOC(=O)N1CC=C2C(C#N)=C(N)C(C#N)(C#N)[C@H](c3ccc(OC(C)C)c(OCC)c3)[C@H]2C1
2) O=C(COc1ccccc1)N1CCN(S(=O)(=O)Cc2ccccc2)CC1
3) COc1ccc(NC(=O)CSc2nc(N)c3cc4c(nc3n2)CCCC4)cc1
4) Cc1ccc(NC(=O)C2CCCN(S(=O)(=O)c3ccc4[nH]c(=O)ccc4c3)C2)c(C)c1 (stereo not given)
5) CN1C(=O)/C(=C2\SC(=S)N(C(CCC(=O)O)C(=O)O)C2=O)c2ccccc21 (stereo not given)
6) CSc1nnc2ccc(-c3cccs3)nn12
7) CCN(CC)CCNc1nc(-c2ccccc2)c2c(c1C#N)CC(C)(C)OC2
8) O=C(OCc1nnc(-c2ccccc2)o1)c1cc2ccccc2cc1O
9) CC1=NN(C(N)=S)C(=O)C1N=Nc1ccc(F)cc1 (stereo not given)
10) COc1ccc(Cn2nnnc2C(c2cc3cccc(C)c3[nH]c2=O)N2CCN(C)CC2)cc1 (stereo not given)
Assay by compound	1	2	3	4	5	6	7	8	9	10
PKM2 act	12%	7%	9%	10%	-7%	10%	5%	0%	.	1%
GALK inhibitor	-3%	5%	-3%	.	0%	13%	3%	13%	-1%	0%
Giardia killer	6	10	3	-2	-3	-10	26	-4	-15	-20
Menin-MLL TR inh	-2%	3%	-3%	15%	-10%	3%	-6%	-3%	?	-16%
Coupling enz	-5	4	-2	5	-22	1	4	0	-1	0
Tb PFK block	1%	1%	23%	1%	15%	-3%	1%	0%	0%	5%
BCR signal inh	?	-1%	1%	-4%	-10%	-9%	?	-1%	?	5%
PTAP TSG101 blk	0%	-2%	-1%	1%	-8%	0%	1%	0%	0%	-10%
B2AR arrestin	0.0%	0.0%	-0.8%	0.0%	-0.1%	-0.1%	0.4%	-0.7%	2.5µM*	-0.1%
a7 integrin act	-5%	-10%	-28%	4%	0%	9%	-34%	-2%	-7%	6%
S-ASM inh	41%	3%	.	-4%	-3%	6%	38%	-6%	-2%	-2%

11) O=C(CSc1nc2ccccc2c(=O)n1-c1ccccc1)N1CCN(CCO)CC1
12) Cc1ccc(C(=O)N2CCCC(C(=O)c3cc(F)ccc3F)C2)s1 (stereo not given)
13) CC(C)(C)NC(=O)C1N(c2cccnc2)C(=O)C2C(C(=O)Nc3ccccc3F)C3(C)C=CC21O3 (stereo not given)
14) CCN(C[C@H]1N[C@@](CC)(C(=O)OC)[C@H]2C(=O)N(C)C(=O)[C@@H]12)S(=O)(=O)c1ccc(-c2ccccc2)cc1
15) CCOc1ccc(Cl)cc1S(=O)(=O)n1cnc2cc(C)c(C)cc21
16) COC(=O)Cn1c(O)c(N=NC(=O)OC)c2ccccc21
17) COc1cc2c(cc1OC)C(Nn1cnnc1)=NC1(CCCC1)C2
18) CC(C)CCNC(=O)COc1cccc2c1OC(C)(C)C2
19) COc1ccccc1S(=O)(=O)Cc1ccc(C(=O)NC2CCCCCC2)o1
20) CSCC[C@H](NC(=O)OC(C)(C)C)c1nnc(SCC(=O)Nc2c(C)cccc2C)o1
Assay by compound	11	12	13	14	15	16	17	18	19	20
PKM2 act	-3%	1%	0%	.	-9%	-1%	0%	4%	.	0%
GALK inhibitor	1%	0%	0%	.	1%	4%	-2%	-1%	-2%	0%
Giardia killer	0	3	5	-14	19	23	4	-5	10	-17
Menin-MLL TR inh	-9%	-11%	-4%	.	5%	.	.	?	-1%	-5%
Coupling enz	-4	1	2	.	1	2	0	-1	-3	0
Tb PFK block	-3%	0%	-5%	-3%	-6%	-5%	0%	-1%	2%	-4%
BCR signal inh	?	?	-1%	0%	-9%	-4%	4%	?	-11%	-1%
PTAP TSG101 blk	-3%	-3%	-2%	-4%	0%	1%	-1%	-2%	-1%	-7%
B2AR arrestin	0.0%	-0.3%	-0.3%	-0.6%	-0.7%	-1.2%	-0.1%	-0.1%	-0.5%	-0.3%
a7 integrin act	-25%	15%	11%	22%	0%	21%	3%	0%	-19%	-7%
S-ASM inh	0%	-2%	-3%	-28%	-8%	-7%	0%	5%	1%	3%

21) Cc1c(C(=O)O)nn(-c2ccccc2)c(=O)c1C#N
22) O=C(CSc1nc2ccccc2c(=O)n1-c1ccccc1)N/N=C/C=C/c1ccccc1[N+](=O)[O-]
23) O=S(=O)(CC(CN1CCCCC1)N1CCCCC1)c1ccc2ccccc2c1 (stereo not given)
24) COCCNc1cnn(-c2ccccc2)c(=O)c1Cl
25) O=S(=O)(Nc1cccc(-c2nc3cccnc3s2)c1)c1ccc2c(c1)CCCC2
26) Cc1ccc(-n2[nH]c(C)c(/C=N/Nc3ccc([N+](=O)[O-])cc3[N+](=O)[O-])c2=O)cc1
27) Cc1cccc(/C=C/c2onc(C)c2S(=O)(=O)N2CCC(C(=O)N3CCCCC3)CC2)c1
28) CCn1c(=O)n(CC)c2cc(NS(=O)(=O)c3ccccc3)ccc21
29) C=CCNc1nc(C(=O)OCC(=O)NCc2cccc(Cl)c2)cs1
30) COCCN1Cc2cccc(C(=O)NCC3CCN(CC(C)C)C3)c2C1=O (stereo not given)
Assay by compound	21	22	23	24	25	26	27	28	29	30
PKM2 act	-19%	-9%	-29%	-1%	-5%	-28%	.	14%	.	-5%
GALK inhibitor	1%	-2%	1%	2%	.	2%	8%	-2%	.	7%
Giardia killer	-2	?	8	4	-5	0	-2	-8	-5	-9
Menin-MLL TR inh	9%[11.7 µM]	3%	?	-11%	-8%	?	.	1%	.	-16%
Coupling enz	-2	-2	0	0	5	2	.	0	.	2
Tb PFK block	0%	3%	-7%	1%	-2%	-8%	7%	-10%	-6%	-7%
BCR signal inh	4%	?	?	2%	-7%	14%	?	-3%	?	0%
PTAP TSG101 blk	-12%	-5%	-1%	-5%	-6%	-4%	-4%	-1%	-3%	-1%
B2AR arrestin	0.5%	0.1%	0.0%	-0.8%	0.3%	0.3%	0.2%	-0.4%	0.1%	0.1%
a7 integrin act	19%	?	-60%[inhibitor]	-14%	16%	?	15%	41%	9%	-5%
S-ASM inh	14%	-2%	2%	6%	2%	-1%	-1%	2%	2%	4%

# Of the compounds above, 2 contain a tert-butyl group:
13) CC(C)(C)NC(=O)C1N(c2cccnc2)C(=O)C2C(C(=O)Nc3ccccc3F)C3(C)C=CC21O3 (stereo not given)
20) CSCC[C@H](NC(=O)OC(C)(C)C)c1nnc(SCC(=O)Nc2c(C)cccc2C)o1
Assay by compound	13	20
PKM2 act	0%	0%
GALK inhibitor	0%	0%
Giardia killer	5	-17
Menin-MLL TR inh	-4%	-5%
Coupling enz	2	0
Tb PFK block	-5%	-4%
BCR signal inh	-1%	-1%
PTAP TSG101 blk	-2%	-7%
B2AR arrestin	-0.3%	-0.3%
a7 integrin act	11%	-7%
S-ASM inh	-3%	3%

# Further entries
31) CCN(CC)C(=O)C1CCCN(C(=O)c2cc(COc3ccc4ncccc4c3)on2)C1 (stereo not given)
32) C[C@@H](CN1CCC[C@H]1CN1C(N)=NC[C@@H]1Cc1ccccc1)N1C[C@@H](Cc2ccccc2)N(CCc2ccc(Cl)c(Cl)c2)C1=N
33) CC(C)c1onc(C(=O)Nc2ccc3c(c2)OCO3)c1[N+](=O)[O-]
34) COc1ccc(S(=O)(=O)N(C)C)cc1NC(=O)Cc1cccs1
35) COC(=O)c1nn(C23CC4CC(CC(C4)C2)C3)c2c1C(=O)N(c1ccc(Br)cc1)C2=O
36) COc1cc2c(cc1OC)C(c1ccc(-c3ccc(Cl)c(Cl)c3)o1)=NCC2
37) CC(=O)c1ccc(N2CCN(C(=O)C3CCCN(c4ncnc5c4nc4n5CCCCC4)C3)CC2)cc1 (stereo not given)
Assay by compound	31	32	33	34	35	36	37
PKM2 act	.	.	.	2%	-1%	-14%	.
GALK inhibitor	-5%	.	0%	-2%	-4%	3%	-1%
Giardia killer	6	8	-21	2	-7	-4	1
Menin-MLL TR inh	.	.	.	15%	7%	-10%	-19%
Coupling enz	.	.	.	-1	0	0	0
Tb PFK block	3%	6%	2%	7%	3%	6%	-3%
BCR signal inh	-16%	2%	1%	-4%	1%	?	-10%
PTAP TSG101 blk	2%	0%	-5%	-3%	-6%	-5%	-2%
B2AR arrestin	-0.2%	0.3%	0.3%	-0.1%	0.2%	-0.1%	-0.1%
a7 integrin act	-23%	21%	2%	8%	18%	-61%[inhibitor]	2%
S-ASM inh	2%	-7%	0%	2%	-5%	9%	0%

# High-throughput results as filed in PubChem BioAssay.
